Screening results as filed in PubChem.
Jurkat NFkB inh = inhibitors of the PMA/ionomycin-induced NF-kB reporter in Jurkat cells | 0.53% of 330,000 active | inhibition, % at 4 µM | PMA/ionomycin-induced NF-kB luciferase reporter, luminescence; in the data active = inhibition above about 50%
tim23-1 inh = inhibits growth of tim23-1 mutant yeast; S. cerevisiae tim23-1 growth, BacTiter-Glo luminescence, 24 h; 1.3% of 330,000 active; AID 463212; inhibition, % at 20 µM;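 active = growth inhibition of the mutant yeast at or above 50%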;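 note: temperature-sensitive mutant grown at 25 °C; plate controls were DMSO-treated mutant yeast for no effect and medium wells lacking yeast for full effect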
TIM10 inh = growth inhibitors of TIM10 yeast strain | inhibition, % at 10 µM | 1.4% of 330,000 active | S. cerevisiae TIM10 strain growth, BacTiter-Glo luminescence, 24 h;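 active = inhibition of 40% or more at the single tested concentration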;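 note: wild-type TIM10 isogenic control strain grown at permissive 25 °C; 0% = DMSO yeast wells and 100% = minimal medium wells without yeast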
XBP1 UPR activ = activators of adaptive arm of unfolded protein response (XBP1). CHO-XBP1 luciferase reporter, IRE1-XBP1 UPR activation, luminescence; percent of tunicamycin response, DMSO as zero. activation, % at 20 µM. 0.33% of 330,000 active. AID 463104;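 active = versus positive control, 20 µM dose yields 30% or more activation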;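 note: 100% = tunicamycin at 10 µg/mL and 0% = DMSO only wells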
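Assay system: CHO-XBP1 luciferase reporter cells; Schedule: 6 h treatment, 37 °C; Detection: glow luminescence from Steady-Glo reagent; Benchmarks: high control tunicamycin 10 µg/mL final, low control DMSO vehicle only.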
Mdm2-MdmX inh = disrupts the human Mdm2-MdmX interaction; O15151+Q00987; SaOS-2 split-luciferase Mdm2/MdmX complementation, luminescence; inhibition, % at 8 µM; 3% of 330,000 active; AID 485346;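 active = inhibition of at least 50% at 8 µM in the primary screen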
Target sequence (O15151 whole entry, looked up): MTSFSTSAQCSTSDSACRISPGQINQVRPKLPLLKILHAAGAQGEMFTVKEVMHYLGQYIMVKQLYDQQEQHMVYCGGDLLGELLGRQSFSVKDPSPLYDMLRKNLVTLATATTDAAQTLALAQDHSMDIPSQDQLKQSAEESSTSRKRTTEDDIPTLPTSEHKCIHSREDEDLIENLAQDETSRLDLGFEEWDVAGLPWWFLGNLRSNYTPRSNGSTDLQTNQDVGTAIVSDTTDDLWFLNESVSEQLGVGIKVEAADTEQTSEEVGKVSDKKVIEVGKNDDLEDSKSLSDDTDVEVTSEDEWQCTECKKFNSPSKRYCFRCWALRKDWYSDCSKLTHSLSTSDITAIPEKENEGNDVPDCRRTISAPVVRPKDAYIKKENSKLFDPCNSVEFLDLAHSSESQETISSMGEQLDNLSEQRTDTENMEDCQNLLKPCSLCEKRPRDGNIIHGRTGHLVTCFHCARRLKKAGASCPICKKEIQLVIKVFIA
Target sequence (Q00987 whole entry, looked up): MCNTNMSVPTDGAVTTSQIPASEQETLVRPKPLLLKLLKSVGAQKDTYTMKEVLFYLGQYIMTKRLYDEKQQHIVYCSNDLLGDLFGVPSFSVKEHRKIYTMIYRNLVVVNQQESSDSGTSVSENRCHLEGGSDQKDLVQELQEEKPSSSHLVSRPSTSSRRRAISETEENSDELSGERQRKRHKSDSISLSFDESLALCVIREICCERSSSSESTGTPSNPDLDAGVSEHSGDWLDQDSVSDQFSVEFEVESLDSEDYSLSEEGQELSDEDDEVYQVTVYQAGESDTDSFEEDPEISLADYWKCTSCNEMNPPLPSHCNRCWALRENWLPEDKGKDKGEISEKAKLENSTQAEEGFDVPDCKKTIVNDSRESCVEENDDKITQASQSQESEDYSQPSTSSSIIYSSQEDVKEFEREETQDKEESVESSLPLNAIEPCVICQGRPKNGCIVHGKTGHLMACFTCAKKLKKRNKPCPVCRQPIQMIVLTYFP
tim10-1 inh = growth inhibitors of tim10-1 mutant yeast | 2.2% of 330,000 active | inhibition, % at 20 µM | S. cerevisiae tim10-1 ts strain growth, BacTiter-Glo, 24 h;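 active = inhibition of at least 40%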;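 note: mutant grown at 25 °C; 0% = DMSO wells with yeast and 100% = wells holding no yeast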
697 NFkB inh = inhibitors of the PMA/ionomycin-induced NF-kB reporter in 697 B cells; 697 B-cell NF-kB luciferase reporter, 16 h; inhibition, % at 4 µM; AID 435022; 0.33% of 330,000 active; in the data active = inhibition above about 35%
UPR CHOP act = apoptotic UPR (CHOP) activation | CHO-CHOP luciferase reporter, luminescence; percent of tunicamycin response over DMSO baseline | 0.34% of 330,000 active | activation, % at 10 µM | AID 449763;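 active = at 10 µM dose, activation of 40% or more, normalized to positive control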;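 note: 100% = tunicamycin at 10 µg/mL and 0% = DMSO alone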
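Material: CHO-CHOP cells, stable luciferase reporter of PERK-eIF2a-CHOP signalling; quantity: 500 reporter cells seeded per well; buffer or medium: F12 medium containing 10% fetal bovine serum; compound: one dose, 10 µM in 0.5% DMSO; incubation: 6 h compound treatment, 37 °C; measured by: Steady-Glo luciferase luminescence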
* marks the source's active call; other numbers are inactive results. Rows were taken by chance; overall some 6.6% were active at least once.

SMILES	Jurkat NFkB inh	tim23-1 inh	TIM10 inh	XBP1 UPR activ	Mdm2-MdmX inh	tim10-1 inh	697 NFkB inh	UPR CHOP act
CCc1ccc(S(=O)(=O)NCCc2csc(-c3ccccc3)n2)s1	-1	44	7	-4	8	-15	-2	-1.2
Nc1c(Cl)cc(Cl)cc1C(=O)OCC(=O)NC1CC1	-2	4	0	3	-6	9	5	2.0
CC(C)CNC(=O)CC(=O)NN=C1CCCC1	-6	7	-8	-2	-17	14	-2	0.5
CN(C)CCCN(C(=O)c1ccc2c(c1)OCCO2)c1nc2cc3c(cc2s1)OCO3	-18	8	7	0	35	10	-27	1.6
O=C(Nc1ccccc1)c1cccc(N2C(=O)C3C4C=CC(C5CC45)C3C2=O)c1 (stereo unspecified)	-6	26	20	-4	-1	37	-24	1.9
Cc1ccc(NC(=O)CNc2cccc(S(=O)(=O)N3CCOCC3)c2)cc1F	15	15	3	-2	34	5	-6	2.3
CCCCOc1ccc(-c2nnc(-c3cc[n+](C)cc3)o2)cc1	5	2	0	-4	-31	5	-15	-1.2
C/C(=N/NC(=O)c1nnn(-c2nonc2N)c1COc1ccccc1)c1ccccc1	-11	16	9	-4	31	6	-46	0.6
O=C(c1ccc2nc(Cc3cccc(Cl)c3)oc2c1)N1CCC(O)CC1	13	7	1	2	1	8	-1	2.2
CC(C(=O)O)N1C(=O)C2C3CC(C2C1=O)C1C(c2ccccc2)c2sc(=O)[nH]c2SC31 (stereo unspecified)	-3	10	-2	-2	-12	7	-8	-0.2
O=C(O)c1cn(C2CC2)c2cc(N3CCN(S(=O)(=O)c4ccc5c(c4)OCCO5)CC3)c(F)cc2c1=O	11	-2	-2	15	12	3	21	-1.0
Cc1cc(C(C)(C)C)oc1C(=O)O	23	-2	4	0	16	-10	-11	-0.2
COc1ccc(Cl)cc1C(=O)CSc1nnnn1C1CCCC1	-1	41	19	1	6	35	-1	0.7
CSc1nnc(-c2ccccc2N=Cc2c(C)[nH]n(-c3ccccc3)c2=O)c(=O)[nH]1	-7	5	7	-1	-3	6	6	1.5
O=C(CN1CSCC1=O)N1CCN(S(=O)(=O)c2cccc(F)c2)CC1	2	2	6	0	-5	-7	5	2.2
O=C(C1CCCO1)N(c1ccc(F)cc1)C1C=CS(=O)(=O)C1 (stereo unspecified)	-2	21	-11	-2	1	6	-16	2.1
CCC(C)(C)NC(=O)CN(C(=O)CNS(=O)(=O)c1ccc(C)cc1)c1ccc2c(c1)OCCO2	-16	-10	8	-5	-4	-1	3	0.2
Cc1ccc(S(=O)(=O)NC(=O)COc2ccc([N+](=O)[O-])cc2)cc1	0	14	7	-6	30	0	10	-0.7
O=C(O)c1cccc(Nc2nc3ccccc3nc2NS(=O)(=O)c2ccccc2)c1	19	10	10	-3	30	9	11	-1.2
CC(C)C[C@@H]1CN=C(N)N1C[C@@H]1CCCN1C[C@H](C)N1C[C@@H](Cc2ccccc2)N(CCCC2CCCC2)C1=N	-4	-21	-7	5	9	-24	13	2.1
Cn1nc(C(C)(C)C)c(NC(=O)c2cccs2)c1C(C)(C)C	6	3	8	-1	-14	-3	10	-1.1
Clc1cccc(CN2C3=NCCCN3c3ccccc32)c1	12	-61	-3	3	13	-22	-14	2.1
O=C(CSc1nc(-c2ccccc2)cc(C(F)(F)F)n1)NCc1cccs1	14	8	4	2	-13	-2	-11	-1.1
COc1ccc2nc(/N=C/c3c(C)[nH]n(-c4ccc(C)cc4)c3=O)sc2c1	-6	12	1	2	12	29	-15	3.7
CC(OC(=O)c1ccc(Cl)c([N+](=O)[O-])c1)C(=O)N1CCN(Cc2ccccc2)CC1 (stereo unspecified)	13	26	17	-4	6	24	4	1.4

The results go on.
SMILES	Jurkat NFkB inh	tim23-1 inh	TIM10 inh	XBP1 UPR activ	Mdm2-MdmX inh	tim10-1 inh	697 NFkB inh	UPR CHOP act
CC(=O)c1ccc(NC(=O)CSc2ccc(-c3ccc(-n4cccn4)cc3)nn2)cc1	-11	-9	5	2	39	-1	0	3.3
O=C(C(Cc1ccccc1)N1C(=O)C2C3C=CC(C3)C2C1=O)N1CCCCCC1 (stereo unspecified)	1	23	26	-3	-10	29	-3	0.5
COc1ccc(-n2c(=O)[nH]cc(C(=O)N3CCc4ccccc43)c2=O)cc1	15	-2	-2	-1	6	-13	5	-2.0
CCn1c(SCC(=O)NCC(=O)Nc2ccc(F)cc2)nnc1-c1ccncc1	-5	14	1	-2	2	6	6	5.0
O=C(NCCC1CCCCN1S(=O)(=O)c1ccccc1)C(=O)NCc1cccnc1 (stereo unspecified)	6	7	4	2	4	14	23	1.3
CCn1cnc2scc(-c3ccc(OC)cc3)c2c1=O	-10	23	5	2	14	19	5	-2.1
CCOC(=O)C(=O)Nc1nnc(C2CCCCC2)s1	-3	18	-18	-1	9	29	-5	-0.3
Cc1ccc(-n2cccn2)c(CN2CCCC(C(=O)c3ccc4c(c3)OCO4)C2)c1 (stereo unspecified)	-7	8	3	-2	-20	20	-50	-1.2
CNC(=O)C(=O)N/N=C/c1ccc(Br)cc1	-1	6	3	-1	-11	0	-31	3.2
Cc1ccc(S(=O)(=O)N2CCOCC2)cc1NC(=O)COC(=O)c1n[nH]c(=O)c2ccccc12	-4	14	-3	-1	1	20	-2	0.1
O=C(NCC(c1ccco1)N1CCOCC1)c1cccc([N+](=O)[O-])c1 (stereo unspecified)	-11	12	1	-3	15	17	12	-1.1
O=C(Cn1cc2c(n1)CCCCC2)Nc1c(F)c(F)cc(F)c1F	3	29	4	2	-3	21	10	0.8
C=CCNC(=O)/C(C#N)=C/c1ccccc1Cl	-12	85*	66*	-1	-1	51*	-5	-1.9
O=c1c2ccccc2oc2ccc(NCCCn3ccnc3)cc12	-97	9	6	-5	-91	11	-161	-2.6
Cc1cccc(C)c1NC(=O)N1CCN(C2CCCCC2)CC1	-8	0	-8	-1	11	3	12	2.9
O=C(N1CCN(S(=O)(=O)c2ccc(Cl)cc2)CC1)n1ccnc1	-18	9	8	-3	19	4	7	0.6
CC(C)OC(=O)/C(=C\c1cccnc1)NC(=O)c1ccccc1	2	-1	-13	-2	7	-5	-10	0.1
Cc1cc(C)c(NC(=O)CS(=O)CC(=O)Nc2cccnc2)c(C)c1 (stereo unspecified)	-9	5	11	1	2	9	5	-1.4
CCN(CC)CCN(C(=O)c1ccc(S(=O)(=O)N(C)C2CCCCC2)cc1)c1nc2ccc(OC)cc2s1	-32	42	48*	-1	13	59*	-46	-1.9
O=c1[nH]c2cc(Cl)ccc2n(CCNc2ncc(C(F)(F)F)cc2Cl)c1=O	13	-5	-7	-1	4	-2	3	-2.3
c1ccc(Sc2ncnc3c2oc2ccccc23)cc1	-88	26	20	8	-83	27	-121	3.4
CCCNc1nc(Nc2ccc(C)cc2)nc(N2CCCC2)n1	14	39	1	1	34	17	-6	0.6
COc1ccc(-n2nnnc2SC(C)C(=O)NCC(=O)Nc2ccc(F)c(F)c2F)cc1 (stereo unspecified)	-7	9	3	-1	17	14	8	0.0
O=C1OCCC1Sc1nnc(-c2ccc(Cl)cc2)n1Cc1ccccc1 (stereo unspecified)	-2	18	9	-4	14	9	-3	0.2
O=C(NC1CCCCC1)c1cc(C2CC2)on1	-27	0	-6	0	-38	-7	-36	5.9

Entries of single compounds, quoted from the list. Order of values: Jurkat NFkB inh, tim23-1 inh, TIM10 inh, XBP1 UPR activ, Mdm2-MdmX inh, tim10-1 inh, 697 NFkB inh, UPR CHOP act
`O=C1OCCC1Sc1nnc(-c2ccc(Cl)cc2)n1Cc1ccccc1` (stereo unspecified) is listed as -2, 18, 9, -4, 14, 9, -3, 0.2
`CCn1c(SCC(=O)NCC(=O)Nc2ccc(F)cc2)nnc1-c1ccncc1` is listed as -5, 14, 1, -2, 2, 6, 6, 5.0

Five of the entries above in order of the Mdm2-MdmX inh value, low to high:
canonical_smiles	Mdm2-MdmX inh
O=C(NCCC1CCCCN1S(=O)(=O)c1ccccc1)C(=O)NCc1cccnc1 (stereo unspecified)	4
CCN(CC)CCN(C(=O)c1ccc(S(=O)(=O)N(C)C2CCCCC2)cc1)c1nc2ccc(OC)cc2s1	13
CCn1cnc2scc(-c3ccc(OC)cc3)c2c1=O	14
CCCNc1nc(Nc2ccc(C)cc2)nc(N2CCCC2)n1	34
CC(=O)c1ccc(NC(=O)CSc2ccc(-c3ccc(-n4cccn4)cc3)nn2)cc1	39

Further records.
SMILES	Jurkat NFkB inh	tim23-1 inh	TIM10 inh	XBP1 UPR activ	Mdm2-MdmX inh	tim10-1 inh	697 NFkB inh	UPR CHOP act
CCC1CCCCN1C(=O)CSc1nnc(CNC(=O)c2ccco2)o1 (stereo unspecified)	2	10	-12	-1	-4	17	-12	0.6
[N-]=[N+]=NCCN1CCN(Cc2ccccc2)CCC1=O	-8	-11	-4	-6	-4	-23	12	-2.4
Cc1ccc(OCC(=O)N2CC(C)OC(C)C2)c([N+](=O)[O-])n1 (stereo unspecified)	-6	9	8	2	-17	0	17	-1.5
O=C(CN1C(=O)c2ccccc2C1=O)NCc1ccc(F)cc1	-5	-11	-22	-3	4	2	-5	0.5
CCCC(C)NC(=O)Cc1ccccc1 (stereo unspecified)	26	-14	2	-3	19	0	20	1.3
COc1ccccc1C(CNC(=O)c1ccco1)N1CCCC1 (stereo unspecified)	-18	-8	-2	1	0	-10	4	0.0
N#C/C(=C\N1CCOCC1)S(=O)(=O)c1ccc(Cl)cc1	3	-8	-10	7	4	0	-13	-0.3
CC1CCC(NC(=O)c2ccc3c(c2)OCO3)CC1 (stereo unspecified)	-93	19	-9	-7	-83	17	-176	-4.4
COc1ccc(CC(=O)NCc2n[nH]c(=S)n2-c2cccc(C)c2)cc1	9	0	1	-7	-25	-4	11	-2.2
Cc1cc(N)n(-c2ccc(Cl)cc2)n1	5	11	3	0	16	3	-5	-0.8
COc1ccc(-n2nc(C(=O)NCC(=O)NCC3COc4ccccc4O3)c3ccccc3c2=O)c(OC)c1 (stereo unspecified)	-2	1	1	-1	1	29	4	-0.1
O=C(O)c1ccc(-n2nncc2-c2ccco2)cc1	14	-9	-11	-4	15	-5	13	0.3
CN(Cc1ccccc1)C(=O)COC(=O)Cc1ccc(Cl)cc1	-9	23	-4	-1	-9	12	-12	0.1
CCOC(=O)c1nn(-c2ccccc2F)c(C)c1C(C)=O	-5	14	3	0	-3	11	7	-2.5
COc1ccc(Nc2nc(C(=O)NCCCN3CCOCC3)cs2)cc1	-10	3	-7	-3	-18	8	13	-0.4
CCN(CC(=O)Nc1ccc2c(c1)OCCO2)C(=O)/C=C/c1ccccc1	-2	14	-5	4	-17	0	10	2.7
Cc1ccc(S(=O)(=O)N(Cc2cc3ccccc3[nH]c2=O)c2cccc(C)c2)cc1	34	1	2	0	35	7	-24	1.8
COc1ccc(-c2cnc(N)n2CC2CCCO2)cc1 (stereo unspecified)	1	-1	7	7	14	12	1	-1.2
Cc1ccc(NC(=O)Cc2nn(C)c(=O)c3ccccc23)cc1F	48	-9	-6	-3	20	-5	20	10
CC(Oc1ccc2c3c(c(=O)oc2c1)CCCC3)C(=O)NCc1ccncc1 (stereo unspecified)	4	12	3	-5	4	11	11	-0.4
CCCn1nc(C(=O)N2CC(=O)Nc3ccccc32)c2ccccc2c1=O	43	-10	-7	2	44	15	-29	1.4
Cc1ccc(C(=O)N[C@H](C(=O)OCc2nnc(-c3ccccc3)o2)C(C)C)cc1	4	16	5	3	-27	3	13	0.8
COc1ccc(CN2CC(C(=O)NCCCN3CCN(Cc4ccccc4)CC3)CC2=O)cc1 (stereo unspecified)	1	7	0	0	6	8	-16	4.2
Nc1c(Cl)cc(NC(=O)c2ccccc2C(=O)O)cc1Br	-4	-6	5	1	1	1	2	-0.2
CCc1ccccc1NC(=S)NC1CC2CCC(C1)N2Cc1ccc(F)cc1 (stereo unspecified)	-4	12	-2	4	18	-16	6	-0.6
